# Rab9 prom act: qHTS Assay for Rab9 Promoter Activators; Huh7 Rab9 promoter-luciferase reporter, luminescence, 24 h; Potency, µM (doses to about 9.22 µM), without a hit: top-dose activation, negative = inhibition, most hits filed as activators; actives 2.8% (n = 320,000); AID 485297, 2010; also: potency is read from the fitted curve at half-maximal effect; % of control where 0% means no effect; nearly all actives have a fitted effect of over 60% in size
#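 Huh7 cells stably carrying Rab9 promoter–luciferase reporter, plated 1500 cells/well, compound added after 2 h and incubated 24 h at 37 °C; luciferase luminescence then read after 10 min with detection reagent.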
# PKM2 activator: qHTS Assay for Activators of Human Muscle isoform 2 Pyruvate Kinase. purified PKM2, Kinase-Glo ATP luminescence, activation; response scale: 0% is enzyme alone, no compound. actives 0.34% (n = 260,000). AID 1631, 2009. Pyruvate kinase PKM (Homo sapiens), P14618. Potency, µM (titrated, usually from 57.5 µM), for inactives: at the highest dose activation, most hits filed as activators; also: potency is read from the fitted curve at half-maximal effect; % is scaled to controls: 0 for no effect and ±100 for the full control effect; nearly all actives have a fitted effect of over 55% in size
# Target sequence (P14618 whole entry, looked up, canonical isoform): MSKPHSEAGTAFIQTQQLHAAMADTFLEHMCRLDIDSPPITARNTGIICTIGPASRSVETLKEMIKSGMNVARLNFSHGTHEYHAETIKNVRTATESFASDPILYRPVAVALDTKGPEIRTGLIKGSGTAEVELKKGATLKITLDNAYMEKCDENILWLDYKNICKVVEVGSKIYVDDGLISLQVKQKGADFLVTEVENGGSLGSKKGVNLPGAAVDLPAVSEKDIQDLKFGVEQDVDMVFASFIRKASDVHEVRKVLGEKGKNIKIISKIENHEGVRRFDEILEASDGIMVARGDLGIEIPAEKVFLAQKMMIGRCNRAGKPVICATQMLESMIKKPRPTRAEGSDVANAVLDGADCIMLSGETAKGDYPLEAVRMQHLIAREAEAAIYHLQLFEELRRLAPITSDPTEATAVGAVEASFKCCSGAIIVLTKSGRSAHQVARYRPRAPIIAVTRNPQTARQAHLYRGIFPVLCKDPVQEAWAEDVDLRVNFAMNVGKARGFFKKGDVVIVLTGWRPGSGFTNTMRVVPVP
#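 hPK-M2, >95% pure; 0.1 mM ADP / 0.5 mM PEP final; imidazole pH7.2 buffer w/ 7 mM MgCl2, 50 mM KCl; 1 h RT; Kinase-Glo lum. Intermediate enzyme activity for dual inhibitor/activator qHTS.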
# Gal4-VP16 FLuc: VP16 counterscreen qHTS for inhibitors of ROR gamma transcriptional activity; Drosophila S2 Gal4-VP16 UAS-luciferase, luminescence, 20 h; Potency, µM (top dose mostly 53.6 µM), inactives show at the highest dose activity, negative = inhibition, most hits filed as inhibitors; actives 3.5% (n = 310,000);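 also: Gal4-VP16 expression switched on by copper sulfate through the metallothionein promoter; potency is read from the fitted curve at half-maximal effect; % is scaled to controls: 0 for no effect and ±100 for the full control effect; nearly all actives have a fitted effect of over 50% in size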
# BRCA1 expr up: qHTS Assay to Identify Small Molecule Activators of BRCA1 Expression. Potency, µM (titrated, usually from 46.1 µM), for inactives: at the top dose activation, usual class: activators. actives 1.1% (n = 380,000). MCF7-BRCA1-FFLuc reporter, luminescence, 48 h; response scale: scaled: vehicle 0%, 10 µM genistein 100%; also: potency is read from the fitted curve at half-maximal effect; nearly all actives have a fitted effect of over 80% in size; some results filed as inactive show a strong effect at the top dose
#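 Luminescence from a BRCA1-driven firefly luciferase in MCF7 cells was read after 48 h compound exposure at 37 C. Data normalized against DMSO and a 10microM genistein activation control, then curve-fitted across the titration.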
# NPC1 prom act: qHTS Assay for NPC1 Promoter Activators | Huh7 NPC1 promoter luciferase reporter, 24 h | Potency, µM (series often up to 9.22 µM), without a hit: at the top dose activation, most hits filed as activators | actives 2.4% (n = 320,000);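 also: potency is read from the fitted curve at half-maximal effect; % of control where 0% means no effect; nearly all actives have a fitted effect of over 60% in size; reporter is driven by a mutant NPC1 promoter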
#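 Luciferase expression driven by the NPC1 promoter was measured in stably transfected Huh7 cells after a 24 h compound incubation, using a luciferase reagent and a luminescence read.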
# FLuc counter: qHTS profiling assay for firefly luciferase inhibitor/activator using purifed enzyme and Km concentrations of substrates (counterscreen for miR-21 project); Luciferin 4-monooxygenase (Photinus pyralis), P08659; purified FLuc, Km substrates, luminescence inhibition; Potency, µM (highest dose often 57.5 µM), inactives show at the top dose activity change, negative = inhibition, usual class: inhibitors; actives 6.9% (n = 360,000); AID 588342, 2011;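 also: potency is read from the fitted curve at half-maximal effect; plate controls were vehicle for no effect and reference inhibitor for full effect; nearly all actives have a fitted effect of over 55% in size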
#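 Biochemical qHTS of compounds, final roughly 60 µM downward over six points, against 10 nM purified firefly luciferase using Km concentrations of substrates (10 uM D-luciferin, 10 uM ATP) in Tris acetate pH 7.5 buffer; luminescence output.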
# p53 reactivator: qHTS assay for re-activators of p53 using a Luc reporter; H1299 p53-A138V BP100-luciferase reporter, luminescence, 24 h; Potency, µM (top dose mostly 92.2 µM), without a hit: top-dose activity change, positive = activation, usual class: activators; actives 0.063% (n = 320,000); AID 504706, 2011; also: potency is read from the fitted curve at half-maximal effect; % of control where 0% means no effect; nearly all actives have a fitted effect of over 45% in size
#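 H1299 (p53-null), stable ts p53-A138V + BP100-Luc; 1000 cells/well, Opti-MEM/10% FBS; cpd 4 pt, 1:5; 24 h, 37 deg C, 5% CO2; detection reagent 10 min RT; luminescence.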
# ELG1 genotox: qHTS screen for small molecules that induce genotoxicity in human embryonic kidney (HEK293T) cells expressing luciferase-tagged ELG1. HEK293T ELG1-luciferase reporter, luminescence, 16 h. actives 1.3% (n = 330,000). AID 504466, 2011. Potency, µM (doses to about 46 µM), inactives show at the highest dose activity change, positive = activation, usual class: activators; also: potency is read from the fitted curve at half-maximal effect; % of control where 0% means no effect; nearly all actives have a fitted effect of over 60% in size
#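 ELG1-luciferase HEK293T cells, 2,000/well; compound pinned in; 16 hr, 37 °C, 5% CO2; ONE-Glo, 30 min RT; luminescence on CCD imager.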
# RORgamma inh: qHTS for inhibitors of ROR gamma transcriptional activity. Nuclear receptor ROR-gamma (Mus musculus), P51450. Drosophila S2 Gal4-RORgamma UAS-luciferase reporter, 20 h. Potency, µM (doses to about 53.6 µM), for the others: at the top dose activity change, negative = inhibition, most hits filed as inhibitors. actives 5.4% (n = 310,000). AID 2551, 2010; also: potency is read from the fitted curve at half-maximal effect; % is scaled to controls: 0 for no effect and ±100 for the full control effect; nearly all actives have a fitted effect of over 60% in size
# Target sequence (P51450 whole entry, looked up, the tested form may be a part): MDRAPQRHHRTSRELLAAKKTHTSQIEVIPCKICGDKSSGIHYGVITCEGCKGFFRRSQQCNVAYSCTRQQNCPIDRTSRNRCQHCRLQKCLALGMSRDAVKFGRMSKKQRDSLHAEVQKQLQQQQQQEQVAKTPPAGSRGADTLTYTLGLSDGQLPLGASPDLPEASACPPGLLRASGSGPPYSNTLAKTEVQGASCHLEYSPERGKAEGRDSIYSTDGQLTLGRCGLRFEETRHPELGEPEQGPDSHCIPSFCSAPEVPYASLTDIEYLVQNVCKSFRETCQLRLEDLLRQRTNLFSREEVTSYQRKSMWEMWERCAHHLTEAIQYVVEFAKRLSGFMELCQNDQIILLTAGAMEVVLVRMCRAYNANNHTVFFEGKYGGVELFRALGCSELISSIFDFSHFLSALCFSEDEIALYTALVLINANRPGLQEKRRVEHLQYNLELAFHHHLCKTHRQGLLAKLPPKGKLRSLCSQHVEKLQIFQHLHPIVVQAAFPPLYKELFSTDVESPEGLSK
#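 Drosophila Schneider cells stably carrying a metallothionein-driven Gal4 DBD–ROR gamma fusion and a UAS-Photinus luciferase reporter were exposed to compound for 1 hr, then induced with copper sulfate (700 uM final) for 20 hr at ambient temperature before luminescence reading.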
# Giardia kill: Small Molecules that selectively kill Giardia lamblia: qHTS | Giardia lamblia trophozoite viability | actives 0.15% (n = 340,000) | activity change, % at 7.66 µM, hits read low; in the data active = activity change below about -80%; inconclusive = between about -30% and that limit;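 also: parasites exposed to compound for two days anaerobically before the ATP read; % is scaled to controls: 0 for no effect and ±100 for the full control effect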
#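 Trophozoite viability was measured as ATP-dependent luminescence, read 15-30 min after reagent addition. Before that, parasites at 100 cells/well were exposed to compounds for 48 h, anaerobically, at 37 deg C.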
# Menin-MLL TR inh: qHTS Assay for Inhibitors Targeting the Menin-MLL Interaction in MLL Related Leukemias: Competition With Texas Red Labeled MLL-derived Mutant Peptide; O00255; Menin + Texas Red MLL mutant peptide, fluorescence polarization; Potency, µM (highest dose often 61.6 µM), without a hit: at the top dose FP activity change, negative = inhibition, hits mostly inhibitors; actives 0.23% (n = 270,000); AID 1768, 2009; active = well fitted inhibition curve with a large enough effect in the polarisation, with a control signal flat, not every such curve was filed as active; inconclusive = small, poorly fitted or top-dose-only effect, or effect the other way, or a change in a side signal; inactive = no such curve, though single readings can be large or run the other way; the % refers to the polarisation; also: potency is read from the fitted curve at half-maximal effect; % of control where 0% means no effect; many of its hits are not listed in these tables
# An asterisk follows results filed as active; ? = inconclusive; / = not tested or not shown; & = joins results of further samples; [ ] = remark or other dose. Unless noted, calls follow the shape of the dose curve; as a rule, active = well fitted curve in the direction sought with a large enough effect; inconclusive = small, poorly fitted or top-dose-only effect, or another doubt; inactive = no such curve, though single readings can be large; an effect the other way counts as inactive or inconclusive. Not all compounds are listed; rates above refer to the full screens.
SMILES,Rab9 prom act,PKM2 activator,Gal4-VP16 FLuc,BRCA1 expr up,NPC1 prom act,FLuc counter,p53 reactivator,ELG1 genotox,RORgamma inh,Giardia kill,Menin-MLL TR inh
COc1cc(C2NC(=O)NC(c3ccccc3)=C2C(C)=O)cc([N+](=O)[O-])c1O (stereo not drawn),-8%,4%,-1%,-8%,-6%,?,-1%,0%,-12%,6,?
COCCNC(=O)C(OC(=O)c1ccco1)c1ccccc1OC (stereo not drawn),1%,6%,2%,6%,-6%,3%,1%,1%,3%,11,-13%
O=C(Nc1nnc(SCCN2CCOCC2)s1)C1CC(=O)N(c2ccccc2)C1 (stereo not drawn),3%,-5%,-6%,-2%,-3%,-2%,20%,-2%,-10%,15,-2%
CC(C)Cc1ccc(/C(=N/O)C(=O)O)s1,-3%,-2%,-2%,-14%,0%,-3%,0%,-5%,-3%,5,-5%
COc1ccc(CNC(=O)CCCn2nc(C)c3c(C)n(-c4ccc(C)cc4)nc3c2=O)cc1,-10%,2%[0.46 µM],0%,2%,-4%,-6%,20%,-3%,5%,1,-19%
CCc1nnc(NC(=O)c2ccc(S(=O)(=O)N3CCCCCC3)cc2)s1,-5%,-2%,-5%,10%,-3%,-1%,-2%,-1%,-15%,-28,?
COc1cc(-c2nnc(SCc3cc(=O)oc4cc(O)c(O)cc34)o2)cc(OC)c1OC,-1%,?,2%,-3%,-1%,-4%,?,6%,-3%,-11,?
O=C(CC1C(=O)NCCN1Cc1ccc(Cl)c(F)c1)NCCc1cccnc1 (stereo not drawn),6%,-9%,?,-3%,-1%,-1%,-2%,-2%,20%,-4,/
CN(C(=O)c1ccc(NC(=O)Cc2ccc(NC(=O)C3CCCN(C(=O)C4CCC4)C3)cc2)cc1)C1CC1 (stereo not drawn),-2%,/,/,-9%,-4%,-26%,10%,2%,/,-15,/
O=C(CN1CCN(C2CCS(=O)(=O)C2)CC1)N1N=C(c2ccc(Cl)cc2)CC1c1ccco1 (stereo not drawn),-5%,/,/,-7%,-1%,1%,-4%,1%,/,-17,/
COc1ccc(NC(=O)CCN2C(=O)c3ccccc3S2(=O)=O)cc1,/,3%,18%,2%,/,-6%,/,/,27%,6,-3%
Cc1cnc(C(=O)N2CCc3c([nH]c4ccccc34)C2c2ccc(F)cc2)cn1 (stereo not drawn),-3%,-1%,-11%,-32%,0%,-3%,5%,-4%,0%,25,?
CCOc1ccc(CN(C)C(=O)CCl)cc1,-3%,-6%,-15%,-56%,-16%,-1%,-12%,-1%,-36%,-7,-16%
CCC(C(=O)NCC1CCCO1)n1nc(C)c2sc3ccccc3c2c1=O (stereo not drawn),0%,/,-4%,-18%,-1%,-2%,4%,-2%,7%,10,/
Cc1c(-c2nc(-c3ccncc3)no2)cccc1[N+](=O)[O-],22%,-5%,-20%,7%,26%,-15%,7%,4%,23%,-28,/
COc1cccc(OC)c1C(=O)Nc1cccnc1,4%,-6%,-4%,-1%,-2%,-1%,-2%,-2%,-20%,11,8%
O=C1CSC(c2cccc(O)c2)N1Cc1ccccc1 (stereo not drawn),-1%,/,9%,-29%,2%,1%,-8%,-4%,0%,-10,-16%
O=C(NCCNS(=O)(=O)c1ccccc1)c1cc(OCC(F)(F)F)ccc1OCC(F)(F)F,1%,1%,-7%,-8%,4%,2%,-4%,2%,-19%,22,11%
CCS(=O)(=O)N1CCN(c2ccnc3cc(Cl)ccc23)CC1,-1%,-2%,2%,-2%,-1%,0%,-8%,-2%,5%,-12,/
COc1ccc(/C=C2\SC(=S)N(CCC(=O)NCCc3ccc(O)cc3)C2=O)cc1,-4%,-1%,-4%,-46%,1%,?,?,3%,10%,-6,?
CC(=O)Cc1nsc(Nc2ccccc2)n1,27%,1%,2%,?,3%,-10%,9%,?,10%,-3,6%
COc1ccc(CCNC(=O)COc2ccc(N(C)S(=O)(=O)c3ccc(C)cc3)cc2)cc1,-5%,-13%,-9%,-21%,-2%,-6%,-1%,-9%,35%,19,-4%
COc1ccc(NC(=O)CNC(=O)c2ccc([N+](=O)[O-])cc2)cc1,0%,-5%,5%,11%,9%,-4%,-3%,-1%,-12%,-7,-14%
Cc1cc(C(=O)NCc2ccc(F)cc2)n(-c2ccccc2)n1,1%,1%,-20%,9%,-2%,-1%,-1%,0%,-3%,27,/
COc1ccc(OCC(O)CNC2CCCC2)cc1 (stereo not drawn),-2%,-7%,2%,-1%,-2%,0%,/,1%,3%,-6,8%
CC1CCC(N(C(=O)c2csnn2)C(C(=O)NC(C)(C)C)c2cccnc2)CC1 (stereo not drawn),-1%,10%,-12%[10 µM],-5%,3%,-4%,-1%,-14%,7%,3,-6%
CCOc1ccccc1-c1nc(C(N)=O)c2[nH]c(=O)n(-c3ccccc3)c2n1,3%,-9%,-1%,-47%,9%,1%,15%,0%,-6%,39[activator],?
Cc1cc(C(=O)N/N=C/c2ccc(N(C)C)cc2)c2ccccc2n1,-22%,-1%,-7%,-20%,-36%[inhibitor],?,5%,15%,16µM*,4,5%
CCCCC(=O)NC(=S)Nc1ccccc1C(=O)Nc1ccccc1,-6%,-4%,-1%,-1%,-4%,7%,1%,-7%,-29%,3,-21%
COc1ccccc1NC(=O)/C(C#N)=C/c1cc([N+](=O)[O-])ccc1N1CCCC1,-2%,6%,-1%,-21%,-2%,2%,-2%,-1%,4%,7,-18%
CC(=O)Nc1cccc(N2C(=O)CC(Cc3ccccc3)C2=O)c1 (stereo not drawn),7%,-3%,2%,8%,0%,4%,1%,-6%,12%,8,-7%
O=C(Nc1ccc2c(c1)OCCO2)NC1CCCCC1,0.56µM*,-7%,?,?,0.63µM*,3.8µM*,/,1.6µM*,?,-10,15%
Cc1c(C)c2ccc(OC(C)C(=O)NC3CC(C)(C)NC(C)(C)C3)cc2oc1=O (stereo not drawn),-8%,/,1%,-32%,-1%,5%,-8%,?,1%,?,/
Cc1ccc(CSc2nc3sc(C)c(C)c3c(=O)n2Cc2ccco2)cc1,3%,1%,?,3%[1.84 µM],-1%,-1%,-4%,0%,?,21,-16%
CC(=O)Nc1ccc(C)c(NC(=S)Nc2ccc(F)cc2)c1,-5%,-9%,7%,-6%,-2%,0%,1%,0%,-19%,19,/
CCOCCCNC(=O)c1cn(CC(C)C)c(=O)c2c1c1ccccc1n2C,-3%,/,-1%,-22%,2%,2%&-1%,-4%,-6%,2%,-4,-4%
CN1CC(=O)N(CCOc2ccccc2)C1=O,-1%,-3%,1%,1%,-3%,-1%,-1%,-1%,1%,-5,16%
CCSc1nnc(NC(=O)Cn2cnc3c2c(=O)n(C)c(=O)n3C)s1,-1%,1%,-8%,-6%,0%,-8%,2%,3%,20%,10,-8%
O=C(CSc1ccccc1)NCc1ccccc1,17%,-2%,-6%,86%,24%,-6%,/,?,11%,6,5%
S=C(Nc1ccccc1)N1CCCCCCC1,-2%,-26%,-5%,28%,0%,0%,-3%,1%,?,-4,-1%
CC(=O)CN1C(=O)NC(c2ccccc2)(c2ccccc2)C1=O,9%,/,-19%,0%,-2%,0%,-5%,0%,-19%,-28,-19%
O=C(Nc1ccc(F)c(Cl)c1)c1cncs1,-5%[1.84 µM],/,4%,-38%,-2%,8%,-9%,-3%,20%,-18,26%
CC(C)Cc1nc(SCC(=O)N2CCOCC2)c2c(=O)n(C)c(=O)n(C)c2n1,-2%,-5%,0%,-1%,-4%,4%,21%,0%,-9%,13,-8%
C#CCSc1nc(-c2cccs2)ccc1C#N,-2%,9%,-12%,-31%,1%,1%,21%,0%,9%,-23,?
Cn1c(=O)c2c(nc(NC3CCCC3)n2C)n(C)c1=O,-2%,/,13%,-25%,-2%,3%,1%,-2%,14%,28,-17%
COc1cccc2c1OCC(C(=O)O)C2 (stereo not drawn),-4%,-8%,7%,2%,-5%,8%,0%,2%,1%,5,12%
